# TPT1 inhibitor = blocks Candida albicans tRNA 2'-phosphotransferase | recombinant caTPT1, FP RNA substrate dephosphorylation | inhibition, % at 5 µM | 300,000 compounds, 0.81% hits;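 active = inhibition above the mean of all tested compounds plus 3 SD, set per screening campaign, cut at about 24% in these data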;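 also: plate controls were DMSO alone for no effect and ferristatin control at 100 nM for full effect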
# core dimer inh = HCV core protein dimerization inhibition. TR-FRET GST/Flag-core106 dimerization, 1536-well. inhibition, % at 5 µM. 300,000 compounds, 0.33% hits;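 active = inhibition above the mean of all tested compounds plus 3 SD, set per screening campaign, cut at about 45% in these data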
#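 Assay system: tagged HCV core106 pair (GST and Flag); medium: KF-containing HEPES buffer, pH 7.45, DTT, CHAPS, BSA; also added: Eu donor and XL665 acceptor anti-tag antibodies; dosing: 5 µM single dose; timing: compound-protein-antibody incubation 4 h at 22.5 °C; signal: TR-FRET 671 and 617 nm emission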
# PP1 counter = blocks human PP1-alpha phosphatase, a PP5 counter-screen; 320,000 compounds, 0.9% hits; P62136; inhibition, % at 6.7 µM; purified PP1alpha, OMFP fluorescence;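 active = inhibition above the mean inhibition of all tested compounds plus 3 SD, computed separately for each screening campaign, cut at about 15% in these data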
# Target sequence (P62136 whole entry, looked up): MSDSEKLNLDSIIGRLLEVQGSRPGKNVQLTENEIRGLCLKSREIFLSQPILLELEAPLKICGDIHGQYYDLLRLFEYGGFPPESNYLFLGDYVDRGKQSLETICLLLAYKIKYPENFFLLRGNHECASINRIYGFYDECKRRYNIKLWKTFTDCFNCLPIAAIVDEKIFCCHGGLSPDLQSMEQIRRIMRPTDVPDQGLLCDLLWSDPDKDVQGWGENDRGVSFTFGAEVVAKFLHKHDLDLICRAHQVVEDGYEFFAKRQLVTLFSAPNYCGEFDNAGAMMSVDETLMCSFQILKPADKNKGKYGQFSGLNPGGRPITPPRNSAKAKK
# procasp3 activ = activators of human procaspase-3; 330,000 compounds, 0.11% hits; AID 463141; activation, % at 8.5 µM; recombinant procaspase-3 D3A, Ac-DEVD-pNA absorbance 405 nm;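 active = activation above the mean of all tested compounds plus 3 SD, cut at about 21% in these data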;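 also: 0% = DMSO alone and 100% = DMSO wells spiked with extra 5 µM PC-3 D3A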
# Target sequence (P42574 whole entry D9A/D28A/D175A): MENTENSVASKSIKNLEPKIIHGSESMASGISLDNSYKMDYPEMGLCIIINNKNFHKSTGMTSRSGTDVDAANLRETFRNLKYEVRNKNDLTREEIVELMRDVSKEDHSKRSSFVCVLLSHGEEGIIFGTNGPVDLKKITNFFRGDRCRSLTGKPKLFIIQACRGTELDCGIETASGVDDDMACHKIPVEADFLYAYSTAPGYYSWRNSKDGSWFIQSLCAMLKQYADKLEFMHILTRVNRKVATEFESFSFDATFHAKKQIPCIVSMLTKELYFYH
#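 Assay system: Autoprocessing-dead procaspase-3 D3A mutant enzyme; also added: Ac-DEVD-pNA; doses: one concentration, 8.5 µM nominal, 0.8% DMSO; times: 1 h compound preincubation, 2 h substrate hydrolysis at 25 °C; technique: 405 nm absorbance of p-nitroaniline, reads at 0 and 120 min; measure: % activation between DMSO and enzyme-spiked controls; repeats: single replicate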
# JMJD2C inh = inhibitors of human GASC-1 (JMJD2C) demethylase; inhibition, % at 2.35 µM; 330,000 compounds, 0.069% hits; GST-JMJD2C(1-420) H3K9me3 demethylation, DELFIA europium; Q9H3R0;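 active = more than half of a compound's replicate wells show inhibition beyond 50%, single wells judged on their own value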;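 also: signal counts dimethyl H3K9 product captured on neutravidin plate; 0% = median of DMSO wells and 100% = 0.3 times that DMSO median; strong numbers were not always called active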
# Fh CTSL1 inh = blocks F. hepatica cathepsin L1 in PFM18AAP counter-screen; recombinant F. hepatica cathepsin L1, Z-Leu-Arg-MCA fluorescence; inhibition, % at 5.96 µM; 300,000 compounds, 0.49% hits;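 active = inhibition above the mean of all tested compounds plus 3 SD, set per screening campaign, cut at about 17% in these data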;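 also: 0% = plate median of test compound wells and 100% = 1 µM Z-Phe-Ala-diazomethylketone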
# procasp7 counter = counter-screen for procaspase-3 activators: activators of human procaspase-7. 330,000 compounds, 0.093% hits. activation, % at 8.5 µM. recombinant procaspase-7, Ac-DEVD-pNA absorbance 405 nm; D23A/D198A/D206A triple mutant, cannot self-cleave; scale: DMSO 0, 5 µM enzyme 100;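 active = percent activation above the screen-wide mean plus 3 SD, cut at about 25% in these data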
# Target sequence (P55210 whole entry D23A/D198A/D206A): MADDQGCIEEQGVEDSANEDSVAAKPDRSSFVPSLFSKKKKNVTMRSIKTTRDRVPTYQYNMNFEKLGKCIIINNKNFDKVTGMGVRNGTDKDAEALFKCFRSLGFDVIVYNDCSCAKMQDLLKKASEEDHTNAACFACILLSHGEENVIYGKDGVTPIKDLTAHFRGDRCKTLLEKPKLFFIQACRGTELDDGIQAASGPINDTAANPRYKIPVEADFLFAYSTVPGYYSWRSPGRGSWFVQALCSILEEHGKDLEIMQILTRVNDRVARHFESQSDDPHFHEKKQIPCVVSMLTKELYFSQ
#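 Detection: p-Nitroaniline absorbance at 405 nm, read at 0 and 120 min; system: Uncleavable procaspase-7 mutant enzyme; evaluation: % activation from two-timepoint absorbance difference, scaled to controls; times: 1 h enzyme–compound preincubation and 2 h substrate reaction, both 25 °C; buffer or medium: Zinc-free HEPES pH 7.4 with 300 mM NaCl, 0.01% Triton X-100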
# Efflux pump inh = inhibitors of Candida antifungal efflux pumps expressed in yeast; S. cerevisiae Candida pump triplex, Nile Red efflux; inhibition, % at 10 µM; 330,000 compounds, 0.44% hits;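 active = plate passing quality check with inhibition over a set limit, or well fluorescence over plate mean plus 4 SD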;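 also: Nile Red retained in pooled yeast measured as flow cytometry median fluorescence; 0% = buffer negative control and 100% = Enniatin B positive control; higher means more Nile Red kept so more efflux inhibition; some compounds called inactive have numbers as strong as hits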
# PP5 primary = PP5 (human) phosphatase inhibition. P53041. purified PP5c, OMFP substrate fluorescence. inhibition, % at 6.7 µM. 320,000 compounds, 0.18% hits;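 active = inhibition above the campaign's mean inhibition across all tested compounds plus 3 SD, cut at about 9.5% in these data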;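 also: 0% = DMSO only and 100% = 100 µM cantharidin control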
# * = called active by the depositor; · = no result given; & = joins results of further samples. No enrichment for hits; any-hit rate near 2.9%.
SMILES,TPT1 inhibitor,core dimer inh,PP1 counter,procasp3 activ,JMJD2C inh,Fh CTSL1 inh,procasp7 counter,Efflux pump inh,PP5 primary
CCCOc1ccc(-c2c(C(=O)N/N=C/c3ccsc3)nnn2-c2nonc2N)cc1,0,11,11,1,-2,3,-2,-0.2,0.2
CCOC(=O)/C(C#N)=C1\C(=O)N(Cc2ccccc2)c2ccccc21,-2,-6,4,-4,0,-6,2,-0.2,0.4
CC(C)(CO)CNC(=O)c1ccc(OC2CCN(C(=O)C3CC3)CC2)cc1,-2,2,-3,3,-1,-2,9,-0.1,0.0
COC(=O)c1ccc(CNC(=O)c2ccc(OCC(=O)N3CCOCC3)c(OC)c2)cc1,1,0,-1,5,6,1,11,-0.1,-3.4
Cc1cc(C)c(CN2CCN(C(=O)Cn3ccc(N)nc3=O)CC2)c(C)c1,·,·,0,-3,0,·,5,1.2,-0.5
COC(=O)c1ccc(CSc2nccn2C)cc1,6,-2,1,-3,6,-2,-4,0.0,4.1
COc1ccc(N(CC(=O)N2CCN(c3cccc(Cl)c3)CC2)S(=O)(=O)c2c(C)noc2C)cc1,2,10,2,7,-6,2,-1,-0.5,3.1
CCOc1ccc(N(CC(=O)N2CCCCC2)S(=O)(=O)c2ccc(Cl)cc2)cc1,0,17,-1,-4,0,-5,5,0.1,0.4
CCOc1cc(-c2nccc3cc(OC)c(OC)cc23)cc(OCC)c1OCC,-1,4,0,-4,-10,6,-1,-0.1,3.2
COc1cc2nc(COc3ccccc3[N+](=O)[O-])oc(=O)c2cc1OC,1,-2,-2,7,-8,-1,4,0.4,1.7

# No new results follow: two of the compounds above.
SMILES,TPT1 inhibitor,core dimer inh,PP1 counter,procasp3 activ,JMJD2C inh,Fh CTSL1 inh,procasp7 counter,Efflux pump inh,PP5 primary
CCCOc1ccc(-c2c(C(=O)N/N=C/c3ccsc3)nnn2-c2nonc2N)cc1,0,11,11,1,-2,3,-2,-0.2,0.2
CCOC(=O)/C(C#N)=C1\C(=O)N(Cc2ccccc2)c2ccccc21,-2,-6,4,-4,0,-6,2,-0.2,0.4

# New compounds follow
SMILES,TPT1 inhibitor,core dimer inh,PP1 counter,procasp3 activ,JMJD2C inh,Fh CTSL1 inh,procasp7 counter,Efflux pump inh,PP5 primary
O=C(NCc1n[nH]c(=S)n1Cc1ccccc1)c1ccc(Cl)cc1Cl,1,2,-5,-5,-8,1,-5,-0.1,2.9
CCc1nnc(NC(=O)CSCc2cc(=O)n3cc(C)sc3n2)s1,0,-3,-3,5,3,3,7,-0.1,-1.1
CC(C)N=C(NS(=O)(=O)c1ccccc1)C(Cl)(Cl)Cl,-3,0,0,-7,2,-1,20,-0.4,-0.2
Cc1ccc(-c2nn3c(C)nnc3s2)cc1NC(=O)c1cccnc1,0,-3,-3,4,-5,2,5,-0.1,-1.4
CCc1nnc(SCC(=O)N2CCc3ccccc32)n1CC,3,-7,-2,-7,2,2,-1,0.2,4.3
COc1cccc(CC(NC(C)=O)C(=O)NC2CCN(c3nc(C)cc(C)c3C#N)CC2)c1OC (stereo unspecified),-1,3,0,2,-8&10,0,2,0.1,0.4
CCCCCCCCCCC(=O)Nc1cccnc1,-2,-4,0,-1,-7,-2,-1,0.6,3.2
COc1cc2c(cc1NC(=O)COC(=O)[C@@H](NS(=O)(=O)c1cccc(Cl)c1)C(C)C)oc1ccccc12,-2,13,-3,6,2,-17,-1,-0.1,2.1
CC(C)(C)OC(=O)N1CCC2(CC1)Oc1ccc(F)cc1C(=O)C21CC(c2cccnc2)=NO1 (stereo unspecified),-1,1,-4,-2,13,0,-6,0.1,2.8
O=C(NC1CCCCC1)c1cc(F)cc2c1OCOC2,-5,0,4,9,-4,-4,5,0.1,-0.7

# Given with each value named: part of the list above.
Cc1ccc(-c2nn3c(C)nnc3s2)cc1NC(=O)c1cccnc1
  TPT1 inhibitor = 0	core dimer inh = -3	PP1 counter = -3	procasp3 activ = 4	JMJD2C inh = -5	Fh CTSL1 inh = 2	procasp7 counter = 5	Efflux pump inh = -0.1	PP5 primary = -1.4
CCc1nnc(SCC(=O)N2CCc3ccccc32)n1CC
  TPT1 inhibitor = 3	core dimer inh = -7	PP1 counter = -2	procasp3 activ = -7	JMJD2C inh = 2	Fh CTSL1 inh = 2	procasp7 counter = -1	Efflux pump inh = 0.2	PP5 primary = 4.3
COc1cccc(CC(NC(C)=O)C(=O)NC2CCN(c3nc(C)cc(C)c3C#N)CC2)c1OC (stereo unspecified)
  TPT1 inhibitor = -1	core dimer inh = 3	PP1 counter = 0	procasp3 activ = 2	JMJD2C inh = -8&10	Fh CTSL1 inh = 0	procasp7 counter = 2	Efflux pump inh = 0.1	PP5 primary = 0.4
CCCCCCCCCCC(=O)Nc1cccnc1
  TPT1 inhibitor = -2	core dimer inh = -4	PP1 counter = 0	procasp3 activ = -1	JMJD2C inh = -7	Fh CTSL1 inh = -2	procasp7 counter = -1	Efflux pump inh = 0.6	PP5 primary = 3.2

# Later entries:
SMILES,TPT1 inhibitor,core dimer inh,PP1 counter,procasp3 activ,JMJD2C inh,Fh CTSL1 inh,procasp7 counter,Efflux pump inh,PP5 primary
COc1cccc(-n2c(SCC(=O)Nc3sc4c(c3C(N)=O)CCC4)nc3ccccc3c2=O)c1,3,10,6,-2,-3,2,6,0.0,5.7
Cc1c(NCc2ccncc2)cccc1C(=O)O,0,3,-1,-8,2,0,9,0.2,1.3
O=C(Nc1ccccc1C(F)(F)F)c1ccc(CN2CCC(Cc3ccccc3)CC2)cc1,-4,-18,2,-6,-6,1,8,0.1,3.2
Cc1ccc(S(=O)(=O)Cn2nnnc2C(C(C)C)N2CCN(c3nc4ccccc4s3)CC2)cc1 (stereo unspecified),-1,37,-2,-6,-17,0,-4,-0.1,1.6
CCOC(=O)C1CCN(C(=O)c2ccc(N(C)S(=O)(=O)c3ccc(OC)cc3)cc2)CC1,0,1,0,-9,-5,2,0,0.1,2.3
O=C1c2cccc3c(N4CCCCC4)ccc(c23)C(=O)N1c1ccccc1O,72*,2,-3,-4,-3,-4,-3,0.4,-1.9
COCc1ccc(C(=O)N2CCCC(N(C)CCc3ccc(OC)c(OC)c3)C2)s1 (stereo unspecified),-1,1,-7,-1,-4,-2,6,0.0,1.5
C#CCOCCOCCOCCNc1nc(N2CCN(C(=O)[C@H](CCCCN)n3cc(CN)nn3)CC2)nc(N2CCN(C(=O)[C@H](CCC(=O)O)n3cc([C@@H](N)CCCCN)nn3)CC2)n1,·,·,·,-3,12,·,13,-0.1,·
CCCS(=O)(=O)N1CCN=C1SCc1cccc(C)c1,1,9,-2,3,-10,-3,-10,0.3,4.3
O=C(/C=C/c1ccc2c(c1)OCO2)NCc1cn2cc(Cl)ccc2n1,3,5,-2,4,16,1,5,-0.2,0.7
O=C1CN2CCC1C/C2=C\c1ccnc2c(Cl)cccc12 (stereo unspecified),-4,0,1,5,7,0,4,-0.3,-0.4
Cc1csc(NC(=O)C2CCCCC2C(=O)O)n1 (stereo unspecified),-1,-1,-3,-4,6,0,-9,0.0,1.4
C/C(=N/O)c1ccc(N2C(=O)C3C4C=CC(C3C2=O)C2C3C(=O)N(c5ccc(/C(C)=N/O)cc5)C(=O)C3C42)cc1 (stereo unspecified),0,15,1,2,-13,-1,2,0.0,2.1
Fc1ccc(NC(=S)N2CCc3ccccc3C2)c(F)c1,-4,-3,-4,-7,0,6,2,0.0,0.7
CCC(=O)N(CCc1ccccc1)Cc1cc2cc3c(cc2[nH]c1=O)OCO3,0,4,5,3,12,6,-7,0.4,4.6
COC(=O)c1c(-c2ccc(SC)cc2)sc2ccccc12,·,·,0,4,-8,·,8,-0.5,-0.6
COc1ccc(C(C)(C)C)cc1NC(=O)c1cccc(S(=O)(=O)N2CCN(C(C)=O)CC2)c1,2,3,-1,3,26,1,2,-0.1,1.5
CCNC(=O)C(Sc1ccccc1)c1ccccc1 (stereo unspecified),1,4,-3,-2,-8,1,6,-0.2,1.2
C=C(C)C1Cc2c(C)nn(-c3nc(C)cc(C)n3)c2C1 (stereo unspecified),-2,2,-3,-1,0,3,6,-0.2,2.4
CCCCCC1CC(CC(C)C(=O)Nc2nncs2)C(=O)O1 (stereo unspecified),2,-8,-2,-8,15,-1,-1,-0.1,1.2
CCNC(=O)c1ccc(-n2nc(C)cc2-c2ccccc2)cc1,-2,-3,-3,1,-9,8,2,-0.1,2.8
O=C(Nc1ccc(S(=O)(=O)NC2=NCCCCC2)cc1)c1cccc(S(=O)(=O)N2CCOCC2)c1,·,·,·,2,5,·,-3,-0.1,·
CCS(=O)(=O)Nc1cc(OC)c(OC)cc1Cc1nccc2cc(OC)c(OC)cc12,0,5,-3,-4,2,2,-5,0.0,0.5
Cc1cc(F)ccc1NC(=O)c1cccnc1,-4,-4,-4,15,-37,-6,6,-0.4,0.8
CCc1ccc2oc(C(=O)Nc3nonc3CC)c(C)c2c1,-2,5,0,3,3,-3,-4,0.0,3.6
Cc1cc(NC(=O)CSc2nnc(-c3ccccc3C)n2C)no1,·,·,-2,5,4,·,3,-0.3,2.3
COc1ccc(NC(=O)NC2CCCCC2C)cc1 (stereo unspecified),2,-7,-2,6,-1,2,0,0.1,4.4
Cc1ccc2nsnc2c1S(=O)(=O)NCc1ccc2c(c1)OCO2,0,-1,-12,-5,12,2,-10,0.1,2.2
CC(=O)N(CC(=O)O)c1ccccc1,-1,2,-5,0,0,2,2,0.0,-2.2
CCCn1c(SCC(=O)Nc2cccc(F)c2)nc(O)cc1=O,·,·,-2,-1,-10,·,-14,0.7,2.7
CCOCCCn1c(SCC(=O)Nc2ccccc2OC)nc2ccccc2c1=O,2,18,9,1,-5,-1,-6,0.1,0.2
CC12C(=O)N(c3ccc(C(=O)N4CCOCC4)cc3)C(=O)C1C1c3ccccc3C2c2ccccc21 (stereo unspecified),1,-4,-2,6,1,1,9,0.2,-0.7
COc1ccc(S(=O)(=O)CC(=O)c2cc(C)c(O)c(C)c2)cc1,0,-11,-1,0,-36,-1,8,0.4,-0.9
O=C(NCc1ccco1)c1ccccc1SCC(=O)N1CCCC1,·,·,-2,7,-3,·,2,0.0,1.7
Cc1ccc(S(=O)(=O)N2CCC(C(=O)NCCCN3CCOCC3)CC2)cc1,2,-1,-3,2,-6,0,6,0.0,0.2
COc1cccc(C(=O)Nc2c3c(nn2-c2ccc(Cl)cc2)CS(=O)(=O)C3)c1OC,1,6,-2,13,-5,1,1,0.2,-0.9

# Screens from PubChem BioAssay.
